# procasp3 activ – procaspase-3 (human) activation; P42574; recombinant procaspase-3 D3A, Ac-DEVD-pNA absorbance 405 nm; activation, % at 8.5 µM; 330,000 tested, 0.11% active;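 active means activation above the mean of all tested compounds plus 3 SD, cut at about 21% in these data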;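 further: 0% = DMSO alone and 100% = DMSO wells spiked with extra 5 µM PC-3 D3A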
# Target sequence (P42574 whole entry D9A/D28A/D175A): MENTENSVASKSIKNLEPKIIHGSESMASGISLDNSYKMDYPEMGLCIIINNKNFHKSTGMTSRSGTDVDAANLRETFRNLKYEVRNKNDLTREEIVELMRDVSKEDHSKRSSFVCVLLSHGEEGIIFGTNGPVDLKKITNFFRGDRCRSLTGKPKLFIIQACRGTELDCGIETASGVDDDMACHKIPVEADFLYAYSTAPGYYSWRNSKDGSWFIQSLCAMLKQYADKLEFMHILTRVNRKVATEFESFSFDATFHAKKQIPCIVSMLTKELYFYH
#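 Assay system: Autoprocessing-dead procaspase-3 D3A mutant enzyme; also added: Ac-DEVD-pNA; doses: one concentration, 8.5 µM nominal, 0.8% DMSO; times: 1 h compound preincubation, 2 h substrate hydrolysis at 25 °C; technique: 405 nm absorbance of p-nitroaniline, reads at 0 and 120 min; measure: % activation between DMSO and enzyme-spiked controls; repeats: single replicate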
# TPT1 inhibitor – inhibitors of Candida albicans tRNA 2'-phosphotransferase TPT1 | recombinant caTPT1, FP RNA substrate dephosphorylation | inhibition, % at 5 µM | 300,000 tested, 0.81% active;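 active means inhibition above the mean of all tested compounds plus 3 SD, set per screening campaign, cut at about 24% in these data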;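 further: plate controls were DMSO alone for no effect and ferristatin control at 100 nM for full effect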
# core dimer inh – blocks dimerization of HCV core protein; 300,000 tested, 0.33% active; inhibition, % at 5 µM; AID 1899; TR-FRET GST/Flag-core106 dimerization, 1536-well;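 active means inhibition above the mean of all tested compounds plus 3 SD, set per screening campaign, cut at about 45% in these data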
#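 Assay system: GST-tagged and Flag-tagged HCV core protein residues 1-106 / Times: compound-protein-antibody incubation 4 h at 22.5 °C / Signal: time-resolved FRET, ex 340 nm, em 617 and 671 nm / Evaluation: % inhibition based on acceptor/donor emission ratio / Benchmarks: wells lacking GST-core106 and wells with excess unlabelled core106 / Repeats: singlicate, one well per compound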
# Efflux pump inh – antifungal efflux pump inhibition, Nile Red retention; S. cerevisiae Candida pump triplex; inhibition, % at 10 µM; 330,000 tested, 0.44% active;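 active means plate passing quality check with inhibition over a set limit, or well fluorescence over plate mean plus 4 SD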;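 further: Nile Red retained in pooled yeast measured as flow cytometry median fluorescence; 0% = buffer negative control and 100% = Enniatin B positive control; higher means more Nile Red kept so more efflux inhibition; some compounds called inactive have numbers as strong as hits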
# PP1 inh – counter-screen for PP5 inhibitors: inhibitors of human PP1-alpha; AID 2235; 320,000 tested, 0.9% active; inhibition, % at 6.7 µM; P62136; purified PP1alpha, OMFP fluorescence;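 active means inhibition above the mean inhibition of all tested compounds plus 3 SD, computed separately for each screening campaign, cut at about 15% in these data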
# Target sequence (P62136 whole entry, looked up): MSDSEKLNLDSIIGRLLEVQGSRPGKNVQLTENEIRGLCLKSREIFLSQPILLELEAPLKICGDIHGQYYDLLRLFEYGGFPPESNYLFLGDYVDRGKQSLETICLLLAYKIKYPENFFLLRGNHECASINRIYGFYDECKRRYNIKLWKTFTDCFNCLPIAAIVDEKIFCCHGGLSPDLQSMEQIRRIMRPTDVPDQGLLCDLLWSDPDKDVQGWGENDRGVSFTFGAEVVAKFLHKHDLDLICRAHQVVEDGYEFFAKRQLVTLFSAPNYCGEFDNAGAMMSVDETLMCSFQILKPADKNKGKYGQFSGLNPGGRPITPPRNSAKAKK
# JMJD2C inh – human JMJD2C demethylase inhibition. Q9H3R0. GST-JMJD2C(1-420) H3K9me3 demethylation, DELFIA europium. inhibition, % at 2.35 µM. 330,000 tested, 0.069% active;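 active means more than half of a compound's replicate wells show inhibition beyond 50%, single wells judged on their own value; inconclusive means some, but no more than half, of replicates pass 50% inhibition; inactive means no replicate passes 50% inhibition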;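 further: signal counts dimethyl H3K9 product captured on neutravidin plate; 0% = median of DMSO wells and 100% = 0.3 times that DMSO median; strong numbers were not always called active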
# proCasp7 act – counter-screen: procaspase-7 (human) activation; recombinant procaspase-7, Ac-DEVD-pNA absorbance 405 nm; D23A/D198A/D206A triple mutant, cannot self-cleave; scale: DMSO 0, 5 µM enzyme 100; 330,000 tested, 0.093% active; activation, % at 8.5 µM;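 active means percent activation above the screen-wide mean plus 3 SD, cut at about 25% in these data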
# Target sequence (P55210 whole entry D23A/D198A/D206A): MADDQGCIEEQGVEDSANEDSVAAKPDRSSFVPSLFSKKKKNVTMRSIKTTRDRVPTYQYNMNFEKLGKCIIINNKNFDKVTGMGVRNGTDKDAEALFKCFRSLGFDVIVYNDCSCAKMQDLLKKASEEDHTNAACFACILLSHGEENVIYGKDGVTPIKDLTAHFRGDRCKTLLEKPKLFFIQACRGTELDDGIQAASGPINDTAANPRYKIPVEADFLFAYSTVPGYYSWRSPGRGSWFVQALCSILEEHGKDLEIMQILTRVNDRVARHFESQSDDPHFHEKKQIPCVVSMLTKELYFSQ
#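 Assay system: Uncleavable procaspase-7 mutant enzyme | Input: 2 µM procaspase-7 mutant as dispensed | Timing: 1 h compound preincubation, 2 h substrate cleavage, 25 °C | Repeats: One well per compound | Control set: DMSO wells as 0%, DMSO with 5 µM added PC-7 as 100% | Technique: Epi-absorbance of released pNA at 405 nm, two timepoints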
# CTSL1 counter – counter-screen for PFM18AAP inhibitors: inhibitors of F. hepatica cathepsin L1 | recombinant F. hepatica cathepsin L1, Z-Leu-Arg-MCA fluorescence | inhibition, % at 5.96 µM | 300,000 tested, 0.49% active | AID 1906;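 active means inhibition above the mean of all tested compounds plus 3 SD, set per screening campaign, cut at about 17% in these data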;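 further: 0% = plate median of test compound wells and 100% = 1 µM Z-Phe-Ala-diazomethylketone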
# PP5 inh – blocks human protein phosphatase 5 activity | AID 1987 | P53041 | purified PP5c, OMFP substrate fluorescence | 320,000 tested, 0.18% active | inhibition, % at 6.7 µM;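 active means inhibition above the campaign's mean inhibition across all tested compounds plus 3 SD, cut at about 9.5% in these data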;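 further: 0% = DMSO only and 100% = 100 µM cantharidin control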
# An asterisk follows results filed as active; ? = inconclusive; · = not tested or not shown.
SMILES,proCasp7 act,procasp3 activ,JMJD2C inh,Efflux pump inh,TPT1 inhibitor,CTSL1 counter,core dimer inh,PP1 inh,PP5 inh
O=C1CCCC(=O)N1c1ccc(N2CCN(c3ccc([N+](=O)[O-])cc3)CC2)c([N+](=O)[O-])c1,-6,6,7,-0.2,-1,2,8,5,-0.2
COc1ccccc1Nc1nc(Cl)nc(Nc2ccccc2OC)n1,3,11,7,0.1,-1,-1,3,-7,0.5
CN1CCN(C(=O)CCCOc2cc(=O)n(C)c3ccccc23)CC1,10,9,9,0.0,-1,0,1,-2,-0.5
COc1ccc(CN2C(=O)N(c3ccc(OC)cc3)C(=O)C2CC(=O)Nc2ccccc2)cc1 (stereo not given),8,6,8,0.0,-4,1,-8,-1,0.2
C[C@@H](C[C@@H](O)[C@H](O)C(C)(C)O)[C@@H]1CC[C@]2(C)C3=CC[C@H]4C(C)(C)C(=O)CC[C@]4(C)[C@H]3CC[C@@]12C,0,6,-19,0.3,0,2,-17,5,4.0
CC(OC(=O)CNC(=O)C12CC3CC(CC(C3)C1)C2)C(=O)Nc1ccc(S(N)(=O)=O)cc1 (stereo not given),3,-8,5,0.1,-3,-18,8,-1,4.5
CN(C(=O)c1ccccc1OC1CCN(S(C)(=O)=O)CC1)C1CCOC1 (stereo not given),7,2,-8,0.0,0,-1,-3,-2,-2.1
CN(C)S(=O)(=O)N(CC(=O)NCCSCc1ccccc1)c1ccccc1,11,3,-1,0.2,-5,2,13,-1,2.2
CN(CC(=O)Nc1ccc(F)c(F)c1F)C(=O)/C=C/c1ccc(Cl)cc1,-4,-7,13,0.1,0,-1,3,-4,-2.1
Cc1ccccc1CN1C(=O)c2ccccc2S(=O)c2ccc(C(=O)NCCCN3CCOCC3)cc21 (stereo not given),-6,4,3,0.0,-3,-4,-10,-2,1.6
CN(C)/C=C1\N=C(c2ccccc2)OC1=O,-5,-1,-1,0.0,-3,4,1,0,-2.4
C=CCn1c(SCC(=O)Nc2cc(C)on2)nnc1-c1ccccc1OC,-3,4,1,-0.2,·,·,·,·,·
O=C(Nc1cc(C(F)(F)F)ccc1N1CCOCC1)c1ccccc1,-2,4,0,0.1,3,-2,5,1,4.2
COc1ccc(C(=O)N(C)c2c(C)n(C)n(-c3ccccc3)c2=O)cc1OC,8,-6,-2,0.0,1,2,-2,-3,-1.2
CC(C)(C)n1nc2c(c1NC(=O)C1CC(=O)N(c3ccc(Cl)cc3)C1)CS(=O)(=O)C2 (stereo not given),0,4,-5,0.1,-2,-2,-8,-1,3.3
CCCSc1nc2cc(C)c(C)cc2n1CC(C)O (stereo not given),-11,-2,6,0.0,4,2,5,-5,-1.2
Cc1ccc(S(=O)(=O)N2CCCC(C(=O)NCCc3ccc(S(N)(=O)=O)cc3)C2)cc1 (stereo not given),-4,-1,39,-0.2,-5,-1,-17,2,1.1
O=C(CN1C(=O)NC2(CCCC2)C1=O)OCCOc1ccccc1Cl,1,2,-1,-0.1,2,1,0,-5,0.5
Cc1cc(OC(C)C(=O)NCC(O)c2ccccc2)c2c(C)cc(=O)oc2c1 (stereo not given),5,4,?,0.2,0,-1,-6,-1,-0.9
Cc1cc(COc2ccccc2OCc2cc(C)no2)on1,14,4,·,-0.1,-3,1,-2,-1,2.1
CC(C)N1CN=C(Nc2nc3ccccc3o2)NC1,5,10,2,-0.1,-3,0,4,0,2.4
Cc1ccc2[nH]c(=O)c(CN(C)C(=O)c3cccs3)cc2c1,-8,-3,1,0.3,-6,-3,-5,0,1.4
OCc1nc2ccccc2n1CC(O)Cn1ccc2ccccc21 (stereo not given),-3,-1,8,0.0,0,0,-9,-1,-1.0
CCCCOc1ccc(C(=O)NCC(=O)NC2CCCCC2)cc1,9,4,·,-0.1,·,·,·,0,1.4
COc1cccc(C2CC(c3cccs3)Nc3ncnn32)c1 (stereo not given),4,0,3,0.0,-2,6,-1,-1,-1.3
COc1ccc(OC)c2c(C)cc(NCCN3CCOCC3)nc12,-6,1,2,-0.1,2,6,-6,-11,0.7
CSCCC1COC(c2cccs2)=N1 (stereo not given),3,1,13,-0.1,-2,-4,-2,-5,4.3
CCn1cc(C2=NOC(C(=O)O)C2)c(C)n1 (stereo not given),1,5,1,0.3,-5,-2,-4,-5,0.7
c1ccc(CCNc2nc(-c3ccccn3)cs2)cc1,-2,-7,-10,-0.2,-4,-2,4,35*,4.2
Cc1c(NC(=O)CSCc2c(F)cccc2Cl)c(=O)n(-c2ccccc2)n1C,1,1,14,0.1,0,-2,-5,2,0.2
CC12CCC(=O)N1C(C(=O)NNC(=O)c1ccccc1)CS2 (stereo not given),-5,2,-4,0.1,0,-8,-6,-17,2.4
O=C(CC(C(=O)O)C1CCCO1)NCCc1ccc2c(c1)OCO2 (stereo not given),11,-6,10,-0.1,-3,-4,0,-1,-1.9
Cc1occc1-c1nnc(SCC(=O)Nc2nc(-c3ccccc3)cs2)o1,10,-8,5,0.1,0,0,2,5,0.1
O=C(Nc1nc(-c2cc(F)ccc2F)cs1)c1ccccn1,2,-7,1,0.0,3,2,15,5,1.2
CC1CCN(C(=O)/C=C/c2ccc(C(C)(C)C)cc2)CC1,-8,-11,-8,0.2,3,-1,1,-1,3.2
CS(=O)(=O)c1ccc(Cl)c(NC(=O)c2cccc(-n3cnnn3)c2)c1,3,0,-1,-0.1,-3,2,-1,-3,0.0
O=S(=O)(c1ccccc1)c1nc(-c2ccccc2)oc1N1CCCCC1,2,-6,-9,-0.9,1,-1,3,-2,-0.9
CC(C)(C)c1nn2cnnc2n(/N=C/c2cccc3ccccc23)c1=O,4,3,1,-0.1,2,3,11,4,1.4
CCCCCCSc1nnc(-c2cnn(-c3ccccc3)c2-n2cccc2)n1C,-8,-3,2,0.1,-7,6,23,10,5.0
O=C1c2ccccc2C(=O)N1CCCCN(C(=O)c1cc2ccccc2oc1=O)c1ccc(F)cc1F,14,2,4,-0.2,2,6,14,3,3.1
Cc1nc(N)ncc1C(=O)Nc1ccccc1,7,8,1,0.0,3,-2,3,0,-0.8
N#CCCN(C(=O)COC(=O)c1ccc2c(=O)n3c(nc2c1)CCC3)c1ccc(F)cc1,12,5,12,-0.1,-3,1,3,-2,2.0
O=C(CCl)NN1C(=O)NC(c2ccccc2)(c2ccccc2)C1=O,5,16,7,-0.2,-3,80*,11,-6,0.2
C/C(=N\NC(=O)CC#N)c1ccc(Oc2ccccc2)cc1,-10,6,4,0.0,2,4,-4,-3,2.6
CC(=O)c1cccc(NC(=O)C(=O)c2cn(CC(=O)N3CCCCC3)c3ccccc23)c1,2,5,7,0.1,1,5,-13,0,0.1
CCCCCC1CC(CC(=O)NC(=S)Nc2ccccc2Cl)C(=O)O1 (stereo not given),2,-2,-21,0.1,1,-4,8,6,3.0
COc1ccc(S(=O)(=O)N2CCN(C(=O)c3cc(C)nc4ccccc34)CC2)cc1OC,-1,-7,2,-0.2,·,·,·,·,·
COc1ccc(S(=O)(=O)N(CC(=O)N2CCN(C)CC2)c2ccccc2)cc1OC,-6,-1,6,-0.1,0,-3,-2,-3,1.8
COc1ccc2nc(NC(=O)C(NS(=O)(=O)c3cccs3)C(C)C)sc2c1 (stereo not given),5,3,16,-0.2,4,0,-6,4,0.3
COc1ccc(N(CC(=O)NCCSCc2ccccc2Cl)S(C)(=O)=O)cc1Cl,13,1,1,-0.1,-2,5,-1,1,1.2
O=C(N[C@@H](Cc1ccc(Br)cc1)C(=O)O)OCC1c2ccccc2-c2ccccc21,-3,10,-11,-0.1,-2,4,16,8,2.3
CC(C)CNC(=S)NC(=O)c1ccc([N+](=O)[O-])cc1,-7,0,7,-0.1,-4,0,-1,-9,-7.8
CCOC(=O)c1c(NS(=O)(=O)c2cccc(OC)c2)sc2c1CCC2,-10,-5,-11,-0.1,6,-2,3,7,3.3
C=CCC1CCCC(=O)N2CC[C@H](O)C12 (stereo not given in full),4,2,1,-0.1,0,5,-21,-12,-6.5
O=C(c1ccccc1)N1CCSC1=S,3,-6,-27,0.0,-8,0,-5,0,-2.1
Cn1c(SCC(=O)c2ccccc2)nnc1-c1ccc(O)cc1,4,-2,-13,0.2,2,3,2,-1,1.6
CCC(=O)Nc1ccc(NC(=S)NC(=O)/C=C/c2ccccc2)cc1,1,-8,8,-1.0,3,-1,6,3,-2.8
COc1ccc(NC(=O)c2cc(-c3ccccn3)nc3c(C)cc(C)cc23)c(C)c1,4,0,4,-0.1,-3,2,10,-2,1.9
N#Cc1cn(Cc2cccc(Cl)c2)c2ccccc12,-9,1,1,0.1,-3,1,2,8,-0.2
CCOC(=S)SCc1cn2ccccc2n1,-25,-21,-4,0.1,3,-3,0,-2,-0.1

# 4 of these compounds, reformatted.
> CCOC(=S)SCc1cn2ccccc2n1
  proCasp7 act = -25; procasp3 activ = -21; JMJD2C inh = -4; Efflux pump inh = 0.1; TPT1 inhibitor = 3; CTSL1 counter = -3; core dimer inh = 0; PP1 inh = -2; PP5 inh = -0.1
> COc1ccc(S(=O)(=O)N(CC(=O)N2CCN(C)CC2)c2ccccc2)cc1OC
  proCasp7 act = -6; procasp3 activ = -1; JMJD2C inh = 6; Efflux pump inh = -0.1; TPT1 inhibitor = 0; CTSL1 counter = -3; core dimer inh = -2; PP1 inh = -3; PP5 inh = 1.8
> CCOC(=O)c1c(NS(=O)(=O)c2cccc(OC)c2)sc2c1CCC2
  proCasp7 act = -10; procasp3 activ = -5; JMJD2C inh = -11; Efflux pump inh = -0.1; TPT1 inhibitor = 6; CTSL1 counter = -2; core dimer inh = 3; PP1 inh = 7; PP5 inh = 3.3
> COc1ccc(NC(=O)c2cc(-c3ccccn3)nc3c(C)cc(C)cc23)c(C)c1
  proCasp7 act = 4; procasp3 activ = 0; JMJD2C inh = 4; Efflux pump inh = -0.1; TPT1 inhibitor = -3; CTSL1 counter = 2; core dimer inh = 10; PP1 inh = -2; PP5 inh = 1.9

# Other records.
SMILES,proCasp7 act,procasp3 activ,JMJD2C inh,Efflux pump inh,TPT1 inhibitor,CTSL1 counter,core dimer inh,PP1 inh,PP5 inh
CC1CCC2(CC1)NC(=O)N(CC(=O)c1ccc(CNC(=O)C(C)(C)C)s1)C2=O (stereo not given),0,4,-12,-0.2,·,·,·,3,4.0
COC(=O)c1c(-c2ccccc2)csc1NC(=O)c1c(-c2ccccc2)noc1C,1,10,11,-0.2,-1,-1,9,3,0.0
O=C1CCc2cc(S(=O)(=O)Nc3cccc(F)c3)cc3c2N1CC3,10,-2,7,0.0,-1,0,0,-5,-1.6
CCOc1ccccc1NC(=O)CN(C)S(=O)(=O)c1cnc[nH]1,-3,3,-34,0.2,5,-2,-3,1,-0.3

# Bioassay records (PubChem BioAssay)

# Compounds were not picked by outcome (roughly 2.9% active in at least one column).
